NOD2 inhibition: NOD2 signaling inhibitors, cell-based, luminescence, uHTS, HEK293 (AID 1566) | HEK293 NOD2/NF-kB luciferase reporter, luminescence; higher % means a stronger effect | one-dose inhibition, % at 4 µM; EC50 in µM for titrated hits | 290,000 tested, 0.63% active; also: many of its hits are not listed in these tables
NOD1 NF-kB reporter: inhibition of NOD1-driven NF-kB reporter – cell-based, luminescence, uHTS, primary screen (AID 1578); NOD1-driven NF-kB luciferase reporter cells, luminescence; higher % means a stronger effect; one-dose inhibition, % at 4 µM; EC50 in µM for titrated hits; 290,000 tested, 1% active; in the data active = inhibition mostly above about 36%, no sharp cut-off; inactive = mostly below about 34%;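 also: HEK-293T reporter cells stimulated with the NOD1 agonist gamma-tri-DAP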
GPR55 beta-arrestin: GPR55 agonists via beta-arrestin recruitment, primary screen, imaging, U2OS cells, beta-arrestin-GFP redistribution (AID 1961). U2OS GPR55 beta-arrestin-GFP redistribution imaging; higher % means a stronger effect. one-dose activation, % at 10 µM; EC50 in µM for titrated hits. 290,000 tested, 0.048% active;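 active = activation above 40% with more than 50 cells counted in the well; inconclusive = wells holding fewer than 50 cells, flagged as toxic or sparse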;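 also: U2OS osteosarcoma cells stably expressing GPR55 and beta-arrestin-GFP; plate controls were DMSO negative control for no effect and LPI positive control for full effect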
P. falciparum M17LAP: P. falciparum M17LAP inhibitors, primary screen, biochemical, fluorogenic H-Leu-NHMec substrate, 1536-well (AID 1619); recombinant M17LAP, H-Leu-NHMec fluorogenic kinetic assay; higher % means a stronger effect; 220,000 tested, 0.38% active; one-dose inhibition, % at 30 µM; IC50 in µM for titrated hits;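 active = compound inhibiting the enzyme by more than half at any dose during confirmatory dose-response retesting; inconclusive = strong single-dose inhibitors picked by rank but not retested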;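 also: plate controls were full reaction with DMSO carrier for no effect and no enzyme background for full effect; strong numbers were not always called active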
KOR beta-arrestin-1: kappa opioid receptor blockers – cell-based, luminescence, uHTS (AID 1778) | 290,000 tested, 0.091% active | KOR beta-arrestin recruitment, luminescence, antagonist mode; higher % means a stronger effect | one-dose inhibition, % at 10 µM; IC50 in µM for titrated hits; also: strong numbers were not always called active
Dynein transport: blocks dynein driven cargo transport along microtubules; 220,000 tested, 0.47% active; z-score, hits read low; 3617.4 mouse cells, GR-EGFP nuclear translocation imaging; test concentration mostly 20 µM; stimulated with dexamethasone, 1 µM; stronger effect = lower value;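 active = plate z-score of nuclear minus cytoplasmic receptor signal below a set negative limit, without overly bright fluorescence or cell loss, cut at about -3.5 in these data, passing the limit was not always enough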;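 also: z-score of nuclear minus cytoplasmic ring GR-EGFP intensity difference per well; some compounds called inactive have numbers as strong as hits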
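Buffer or medium – tet-free medium with charcoal-stripped serum · Signal – automated 10x imaging of fixed Hoechst-stained cells · Also added – dexamethasone agonist, 1.0 µM final, for 30 min · Incubation – induction 48 h, compound 1 h, agonist 30 min · Read-out – GR-EGFP nuclear translocation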
KOR beta-arrestin-2: KOR agonists, beta-arrestin recruitment, primary screen, cell-based, luminescence, uHTS (AID 1777); activation, % at 10 µM; hits with a dose series show EC50 in µM; KOR beta-arrestin recruitment, luminescence; higher % means a stronger effect; 280,000 tested, 0.02% active; in the data active = activation above about 50%, passing the limit was not always enough; also: a part of the inactive calls stands beside numbers as strong as those of hits
M1AAP inhibition: P. falciparum M1AAP inhibitors, biochemical, fluorogenic H-Leu-NHMec substrate, 1536-well (AID 1445) | recombinant M1AAP, H-Leu-NHMec fluorogenic kinetic assay; higher % means a stronger effect | inhibition, % at 30 µM, or IC50 in µM where a hit was titrated | 220,000 tested, 0.42% active;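 active = primary inhibition above the hit cutoff, then over 50% inhibition at one or more dose response concentrations, cut at about 23% in these data, passing the limit was not always enough; inconclusive = conflicting primary data, or primary hits not chosen for dose response; inactive = low primary inhibition, or under 50% at every dose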;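 also: plate controls were DMSO full reaction for no effect and no enzyme background for full effect; strong numbers were not always called active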
AID2073: inhibitors of Mint1-CaV2.2 protein interaction, biochemical, HTRF (AID 2073) | HTRF protein-protein interaction, Mint1-CaV2.2; higher % means a stronger effect | 290,000 tested, 0.19% active | inhibition, % at 20 µM, or IC50 in µM where a hit was titrated; in the data active = inhibition mostly above about 51%, no sharp cut-off; inconclusive = no clear call, values can overlap the other calls; inactive = mostly below about 53%; also: some results filed as inactive read as strong as hits
Dynein transport cytoplasmic EGFP: further read-out of Dynein transport, marked with its call; z-score; measured here: cytoplasmic GR-EGFP intensity; stronger effect = higher value
Dynein transport nuclear GR-EGFP: also measured in Dynein transport; calls as there; z-score; measured here: nuclear GR-EGFP intensity;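 lower value marks the stronger effect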
Dynein transport cell count: second read-out of Dynein transport, no call of its own (marks repeat the call); z-score; measured here: cell count per field
Numbers without * were called inactive; ? = inconclusive; . = no result given; [ ] = another dose, or the depositor's remark. Rule as the data show it, unless noted: active = inhibition above about 50%; inactive = the rest. Not all compounds are listed; rates above refer to the full screens.

SMILES | NOD2 inhibition | NOD1 NF-kB reporter | GPR55 beta-arrestin | P. falciparum M17LAP | KOR beta-arrestin-1 | Dynein transport | Dynein transport cytoplasmic EGFP | Dynein transport nuclear GR-EGFP | Dynein transport cell count | KOR beta-arrestin-2 | M1AAP inhibition | AID2073
Cc1cc(Cl)cc2c1NC(=O)[C@]21[C@@H]2C(=O)N(Cc3ccccc3)C(=O)[C@@H]2[C@@H]2CCCN21 | 5% | -3% | 0.2% | 1% | 43% | -0.86 | -0.057 | -0.22 | -0.17 | 9.6% | -6% | -5%
CC1CC(C)CN(C(=O)CCc2nnc3ccc(N4CCCCC4)nn23)C1 (stereo not drawn) | 15% | -22% | 0.3% | . | 4% | . | . | . | . | -5.8% | . | -1%
CC(=O)Nc1ccc(S(=O)(=O)N2CCC(c3nc4c(nnn4Cc4ccccc4Cl)c(=O)[nH]3)CC2)cc1 | -6% | -30% | -0.2% | . | -46% | . | . | . | . | 2.0% | . | 10%
O=C(Nc1cc([N+](=O)[O-])ccc1O)c1cccc([N+](=O)[O-])c1 | -5% | -41% | -0.1% | . | 4%[20 µM] | . | . | . | . | 0.4% | . | -3%
Cc1nc(-c2ccc3c(c2)OCCCO3)cs1 | -122% | -5% | 0.2% | 1% | 14% | 1.2 | -0.28 | 0.46 | -0.51 | -1.1% | 6% | -8%
COc1ccc2nc(SCC(=O)/C(C#N)=C(\C)N)[nH]c2c1 | -97% | -64% | -0.3% | 16% | 15% | 0.6 | -0.12 | 0.42 | -0.25 | 2.4% | 7% | -1%
O=S(=O)(c1ccc(C(F)(F)F)cc1)N1CCN(CCc2ccccc2)CC1 | 10% | -4% | 0.0% | . | 4% | . | . | . | . | -0.7% | . | 4%
Cc1ccsc1S(=O)(=O)N1CCCC(CCC(=O)NCc2ccccc2F)C1 (stereo not drawn) | 5% | -15% | 0.1% | 22% | 12% | 0.46 | -0.25 | -0.41 | 1 | 0.2% | 34% | -5%
CCOc1ccc(C(=O)Nc2ccc(N3CCN(C)CC3)cc2)cc1Br | 19% | 2% | -0.3% | -8% | -8% | -0.18 | -0.13 | -0.2 | -0.56 | -6.7% | 6% | 1%
Nn1cc(-c2ccccc2)nc1SCC(=O)Nc1ccc2c(c1)OCO2 | 0% | -22% | -0.3% | 6% | 7% | 0.97 | -0.15 | 0.71 | -1.4 | -2.5% | 5% | -6%
COc1ccc(OC(C)C(=O)Nc2ccc(F)cc2F)cc1 (stereo not drawn) | -1% | -18% | -0.1% | 3% | -3%[20 µM] | 0.18 | -0.15 | 0.082 | -0.19 | -3.5% | 11% | -1%
Cc1ccc(-c2ccc(=O)n(Cc3c(F)cccc3Cl)n2)cc1 | 14% | -13% | 0.0% | . | 7% | . | . | . | . | -6.3% | . | -6%
Cn1c2ccccc2c2cc(/C=N/NC(=O)c3ccccc3F)ccc21 | -11% | 12% | 0.4% | . | -60% | . | . | . | . | 10% | . | 30%
CCOC(=O)N1CCC(n2c(SCC(=O)N3CCCC3)nc3ccccc3c2=O)CC1 | 19% | 20% | -0.1% | 7% | 14% | -0.76 | 0.84 | -0.18 | -0.11 | -2.6% | 4% | 25%
CC(C(=O)c1c[nH]c(C(N)=O)c1)c1ncc(C(F)(F)F)cc1Cl (stereo not drawn) | 15% | -34% | -0.3% | 8% | 1% | -0.29 | -0.21 | -0.13 | 1.2 | -0.1% | 3% | 3%
O=C(Nc1ccc2c(c1)OCO2)N1CCN(C(=O)C2CCCO2)CC1 (stereo not drawn) | 18% | -22% | 0.2% | -4% | 7% | -0.0015 | -0.27 | -0.2 | 0.71 | -2.1% | 2% | -23%
CCOC(=O)C1CCN(Cc2nc(-c3ccc(OC)c(OC)c3)no2)CC1 | -3% | . | -0.1% | 5% | 7% | -0.68 | -0.23 | -0.2 | 0.63 | 1.2% | 5% | 10%
Cc1ccc(C2(C)NC(=O)N(CC(=O)Nc3cc(S(=O)(=O)N4CCOCC4)ccc3C)C2=O)cc1 (stereo not drawn) | 2% | -17% | -0.3% | 5% | -28% | 0.62 | -0.25 | 0.49 | -1.1 | -0.2% | 2% | -12%
CCc1nc(Nc2ccccc2OC)c2oc3ccccc3c2n1 | 0% | -6% | 0.0% | . | 9% | . | . | . | . | -3.5% | . | 14%
CCCCNC(=O)c1cn(CC(C)C)c(=O)c2c1c1ccccc1n2C | -30% | -9% | -0.1% | . | -36% | . | . | . | . | 1.2% | . | ?
COc1ccc(CNC(=O)c2ccncc2)cc1 | 4% | -17% | -0.2% | . | -19% | . | . | . | . | 2.6% | . | 12%
Cc1cc(C(=O)Cn2nc(C(=O)O)c3ccccc3c2=O)c(C)n1CCc1ccc(Cl)cc1 | -3% | -37% | -0.4% | 8% | -24% | 0.19 | -0.29 | 0.56 | -0.029 | 8.3% | 4% | 27%
Cc1cc(C)nc(NC(=O)CSc2nn(-c3ccccc3)c(=S)s2)n1 | 19% | 5% | 0.3% | 0% | -4% | -0.13 | -0.27 | -0.048 | 0.55 | 1.3% | -1% | 5%
O=C(Nc1cccnc1Cl)c1cccs1 | -2% | -26% | 0.2% | . | -17% | . | . | . | . | 11% | . | -9%
CCOC(=O)C1(Cc2ccccc2)CCN(Cc2cnc(N3CCOCC3)s2)CC1 | 12% | 31% | -0.3% | 3% | -12% | 0.64 | -0.26 | 0.43 | -0.6 | -5.5% | 0% | 3%
Cc1ccc(-n2nc(C(=O)O)cc2-c2ccc(Cl)cc2)cc1 | 14% | -22% | 0.1% | 34% | 21% | -1.6 | -0.37 | -0.27 | 1.4 | -1.7% | -2% | 19%
Cc1ccccc1NC(=O)C(C)c1ccc(-c2ccccc2)c(F)c1 (stereo not drawn) | 3% | 6% | 0.6% | -3% | -16% | 0.59 | -0.06 | 0.76 | -0.96 | 1.2% | 8% | 5%
O=C(NCCCCC(NC(=O)C1CCCCC1)C(=O)O)c1ccccc1 (stereo not drawn) | 3% | 2% | -0.2% | 1% | -10% | 0.49 | -0.22 | 0.26 | 0.045 | 5.2% | 7% | -2%
CCN(CC)CCNC(=O)CCCNC(=O)Cn1cnc2sc(C)c(C)c2c1=O | -17% | 41% | 0.0% | -2% | -45% | 1.2 | -0.13 | 0.91 | -0.25 | 2.8% | 5% | 26%
COc1cc(S(=O)(=O)N(Cc2ccco2)C2CCCC2)ccc1-n1cnnn1 | -9% | -5% | 0.6% | 2% | -18% | 0.68 | -0.27 | 0.59 | -0.46 | -3.3% | 5% | -13%
O=C(NCC1CCCO1)c1c(O)c2cccc3c2n(c1=O)CC3 (stereo not drawn) | -2% | -46% | -0.2% | -1% | -6% | 1.5 | -0.46 | 0.17 | -0.28 | -1.5% | -2% | 34%
CC1(C)OC(=O)N(c2ccccc2)C12C=Cc1cc(Br)ccc1O2 (stereo not drawn) | 6% | -11% | 0.0% | -7% | 7% | -0.17 | -0.35 | 0.086 | 0.37 | 27% | 3% | 1%
O=C(O)CCC(=O)N1c2ccccc2NC2=C(C(=O)CC(c3ccc(F)cc3)C2)C1c1ccc([N+](=O)[O-])o1 (stereo not drawn) | 2% | -18% | 1.0% | . | -16% | 1.7 | -0.19 | 1.4 | -1.5 | -1.2% | . | -14%
COc1cc(NC(=O)COc2c(C)cc(C)cc2[N+](=O)[O-])c(OC)cc1Cl | 1% | -27% | 0.7% | 2% | 8% | 0.067 | -0.21 | 0.047 | 0.52 | 3.5% | 0% | -6%
CN1CCN(C(=O)/C=C/c2cn(-c3ccccc3)nc2-c2ccc3c(c2)OCCO3)CC1 | 25% | -32% | 0.6% | -6% | -29% | 1.4 | -0.14 | 0.83 | -0.56 | 3.7% | 2% | -4%
COC(=O)CC1COc2ccccc2N1S(=O)(=O)c1ccc(OC)cc1 (stereo not drawn) | -6% | -4% | 0.0% | . | -14% | . | . | . | . | 1.1% | . | 5%
COc1cc(CCC(=O)Nc2cc(C)cc(C)c2)cc(OC)c1OC | -4% | -28% | 1.6% | -10% | -18% | -0.019 | -0.24 | 0.032 | 0.71 | 3.9% | 1% | 3%
O=C(CSc1nc2ccccc2n1CC(=O)N1CCCCC1)N1CCCCC1 | -18% | -1% | 0.0% | 24% | . | -0.21 | -0.28 | 0.31 | 0.41 | . | 10% | 3%
COc1cc2c(cc1OC)-c1cc(NC3CC3)nc(=O)n1CC2 | 5% | -16% | -0.2% | 10% | 9% | 0.4 | -0.33 | 0.21 | -0.44 | -1.2% | 12% | 15%
CCSc1nc(C)nc2sc(C)c(C)c12 | 22% | -5% | -0.1% | -6% | 10% | -0.39 | -0.24 | 0.3 | 0.39 | 0.8% | 0% | 16%
O=c1c(-c2ccccc2)c[nH]n1-c1cccc([N+](=O)[O-])c1 | -66% | -30% | 0.2% | 12% | 7% | 2.4 | -0.15 | 1.4 | -1.2 | -6.9% | -1% | 18%
Cc1nn(CC(=O)N/N=C/c2ccc3c(c2)OCO3)c(C)c1Br | -4% | -17% | -0.2% | 1% | 29% | 0.18 | -0.12 | 0.097 | -0.35 | -1.6% | 16% | 5%
COCCOCC(=O)Nc1ccc(S(=O)(=O)Nc2cc(C)nc(C)n2)cc1 | -4% | -30% | 0.3% | . | 8% | . | . | . | . | -0.4% | . | -2%

Two entries picked at random from those above, as already listed:
SMILES | NOD2 inhibition | NOD1 NF-kB reporter | GPR55 beta-arrestin | P. falciparum M17LAP | KOR beta-arrestin-1 | Dynein transport | Dynein transport cytoplasmic EGFP | Dynein transport nuclear GR-EGFP | Dynein transport cell count | KOR beta-arrestin-2 | M1AAP inhibition | AID2073
O=C(NCCCCC(NC(=O)C1CCCCC1)C(=O)O)c1ccccc1 (stereo not drawn) | 3% | 2% | -0.2% | 1% | -10% | 0.49 | -0.22 | 0.26 | 0.045 | 5.2% | 7% | -2%
CCOC(=O)C1(Cc2ccccc2)CCN(Cc2cnc(N3CCOCC3)s2)CC1 | 12% | 31% | -0.3% | 3% | -12% | 0.64 | -0.26 | 0.43 | -0.6 | -5.5% | 0% | 3%

Bioassay records deposited in PubChem BioAssay by several laboratories.
